# Source: PubChem
# HT1080NT lethal: qHTS for induction of synthetic lethality in tumor cells producing 2HG: qHTS for the HT-1080-NT fibrosarcoma cell line | HT-1080-NT fibrosarcoma viability, CellTiter-Glo ATP luminescence, 48 h | 1.6% of 360,000 active | Potency, µM (titrated, usually from 46.1 µM), without a hit: top-dose activity, negative = less viability, actives largely listed as cytotoxic;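 note: NT is the 2HG producing partner of a matched IDH1 knockdown line; potency is the fitted concentration of half-maximal effect; 0% = DMSO-treated cells and -100% = media-only wells without cells; nearly all actives have a fitted effect of over 55% in size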
#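 HT-1080-NT fibrosarcoma cells (2HG-overproducing), 750 cells/well in RPMI with 5% FBS, dosed after 2 h and incubated 48 h at 37C. CellTiter-Glo luminescence normalized to DMSO and no-cell wells; concentration-response curves fitted and classed.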
# KB-3-1 cytotox: qHTS assay for MDR1-selective chemotherapeutics: Primary screen using the parental adenocarcinoma cell KB-3-1. AID 1347075, 2019. Potency, µM (top dose mostly 46.1 µM), for the others: at the highest dose activity change, negative = cytotoxic, hits mostly cytotoxic. 1.4% of 400,000 active. KB-3-1 viability, CellTiter-Glo ATP luminescence, 72 h; note: potency is the fitted concentration of half-maximal effect; % is set by controls: 0 for no effect and ±100 for the full control effect; nearly all actives have a fitted effect of over 60% in size
#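 Screening of KB-3-1 cells (DMEM, 10% FBS, phenol-red free) ran from lowest to highest compound concentration; after 72 h at 37 °C viability was read luminescently and curves fitted.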
# KB-V1 cytotox: qHTS assay for MDR1-selective chemotherapeutics: Primary screen using the drug-selected MDR subline cells KB-V1; KB-V1 MDR cells viability, CellTiter-Glo, 72 h; Potency, µM (titrated, usually from 46.1 µM), for inactives: top-dose activity change, negative = cytotoxicity, actives largely listed as cytotoxic; 3.4% of 400,000 active; AID 1347076, 2019; note: potency is the fitted concentration of half-maximal effect; % is set by controls: 0 for no effect and ±100 for the full control effect; nearly all actives have a fitted effect of over 60% in size
#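 Cytotoxicity via CellTiter-Glo luminescence after 72 h compound exposure at 37 degrees C. Cells: drug-selected KB-V1 line, DMEM phenol-red free plus 10% FBS. Compounds tested at multiple concentrations; normalized data fitted to concentration-effect curves.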
# SW480 rerep: A quantitative high throughput screen for small molecules that induce DNA re-replication in SW480 colon adenocarcinoma cells | SW480 DNA re-replication, Hoechst DNA content imaging, 48 h | 1.8% of 340,000 active | Potency, µM (highest dose often 46.1 µM), without a hit: at the highest dose re-replication activation, most hits filed as activators; note: potency is the fitted concentration of half-maximal effect; % of control where 0% means no effect; nearly all actives have a fitted effect of over 55% in size
#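 DNA re-replication was detected as more nuclei of elevated Hoechst intensity after 48 hr exposure to compound (23 nL pinned per well of 250 cells).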
# HT1080 IDH1KD tx: qHTS for induction of synthetic lethality in tumor cells producing 2HG: qHTS for the HT-1080-IDH1KD cell line; Potency, µM (doses to about 46.1 µM), for inactives: at the top dose activity, negative = toxicity, usual class: cytotoxic; HT-1080 IDH1 knockdown viability, ATP luminescence, 48 h; 2% of 360,000 active;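 note: potency is the fitted concentration of half-maximal effect; 0% = DMSO wells and -100% = cell-free medium wells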
#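 Knockdown cells (IDH1KD HT-1080) received compounds 2 h after plating at 750 cells/well and were kept 48 h at 37 °C in 5% FBS RPMI. A CellTiter-Glo luminescence read gave % activity for curve fitting.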
# WRN helicase inh: qHTS for Inhibitors of WRN Helicase; Bifunctional 3'-5' exonuclease/ATP-dependent helicase WRN (Homo sapiens), Q14191; WRN helicase unwinding, fluorescent forked duplex, kinetic; Potency, µM (titrated, usually from 114 µM), without a hit: top-dose activity change, negative = inhibition, actives largely listed as inhibitors; 0.46% of 360,000 active; note: potency is the fitted concentration of half-maximal effect; % is set by controls: 0 for no effect and ±100 for the full control effect; nearly all actives have a fitted effect of over 55% in size
# Target sequence (Q14191 whole entry, looked up): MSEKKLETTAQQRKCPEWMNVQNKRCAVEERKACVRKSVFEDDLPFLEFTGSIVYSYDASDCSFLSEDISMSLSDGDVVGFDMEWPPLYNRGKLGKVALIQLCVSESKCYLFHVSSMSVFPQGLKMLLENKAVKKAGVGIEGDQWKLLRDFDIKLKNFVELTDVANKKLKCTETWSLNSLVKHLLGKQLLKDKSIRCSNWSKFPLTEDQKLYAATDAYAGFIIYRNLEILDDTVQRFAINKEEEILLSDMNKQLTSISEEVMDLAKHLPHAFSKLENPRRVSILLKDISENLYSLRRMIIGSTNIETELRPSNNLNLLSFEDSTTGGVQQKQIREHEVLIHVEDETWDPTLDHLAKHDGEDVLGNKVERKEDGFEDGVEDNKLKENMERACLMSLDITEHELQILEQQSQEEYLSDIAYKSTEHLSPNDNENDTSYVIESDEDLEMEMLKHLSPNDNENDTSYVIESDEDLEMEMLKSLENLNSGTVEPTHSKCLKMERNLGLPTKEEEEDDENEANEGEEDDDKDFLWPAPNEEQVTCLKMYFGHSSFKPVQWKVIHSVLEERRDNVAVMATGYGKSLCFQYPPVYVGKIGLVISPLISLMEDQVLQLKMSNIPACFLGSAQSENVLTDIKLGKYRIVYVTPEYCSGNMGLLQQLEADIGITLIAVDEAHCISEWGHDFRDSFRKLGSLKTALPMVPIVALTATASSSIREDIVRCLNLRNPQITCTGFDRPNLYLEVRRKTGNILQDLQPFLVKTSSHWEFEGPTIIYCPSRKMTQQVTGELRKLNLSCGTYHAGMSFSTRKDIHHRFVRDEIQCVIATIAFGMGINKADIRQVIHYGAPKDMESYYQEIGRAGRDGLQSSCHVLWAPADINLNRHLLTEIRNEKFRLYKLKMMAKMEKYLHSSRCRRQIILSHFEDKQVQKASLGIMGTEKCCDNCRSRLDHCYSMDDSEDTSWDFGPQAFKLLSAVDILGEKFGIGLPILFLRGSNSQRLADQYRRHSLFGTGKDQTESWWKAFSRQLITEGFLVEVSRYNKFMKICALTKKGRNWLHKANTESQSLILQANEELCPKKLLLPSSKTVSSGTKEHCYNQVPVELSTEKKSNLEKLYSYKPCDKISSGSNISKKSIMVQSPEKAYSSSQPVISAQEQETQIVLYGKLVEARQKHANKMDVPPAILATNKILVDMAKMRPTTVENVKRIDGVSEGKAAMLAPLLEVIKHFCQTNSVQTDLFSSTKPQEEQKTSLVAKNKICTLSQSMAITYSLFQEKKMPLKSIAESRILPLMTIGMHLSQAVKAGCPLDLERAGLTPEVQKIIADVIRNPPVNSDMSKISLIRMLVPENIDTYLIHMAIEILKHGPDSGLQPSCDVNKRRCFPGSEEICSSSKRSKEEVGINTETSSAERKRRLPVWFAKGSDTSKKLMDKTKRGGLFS
#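 Kinetic red-fluorescence monitoring (525/598 nm) tracks WRN helicase activity after 100 nM fluorophore-quencher forked duplex and 2 mM ATP are added to 20 nM enzyme pretreated 15 min at room temperature with compound.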
# IL-1B inflam inh: qHTS for Inhibitors of Inflammasome Signaling: IL-1-beta AlphaLISA Primary Screen; THP-1 LPS/ATP IL-1B secretion, AlphaLISA, 16 h; stronger effect = lower value; activity change, % at 57.5 µM; 4.7% of 360,000 active; AID 743279, 2014; in the data active = activity change below about -50%; inconclusive = mostly about -30% to -49%; note: % is set by controls: 0 for no effect and ±100 for the full control effect
#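 THP-1 cells pretreated 1 hr with compounds (up to 57.5 uM final), then stimulated with LPS (250 ng/mL final) plus ATP (1.25 mM final); secreted IL-1B measured by AlphaLISA after 16 hr, decreased signal indicating inhibition.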
# ATXN2 expr inh: Primary qHTS for Inhibitors of ATXN expression | HEK-293 ATXN2-luciferase reporter, luminescence, 24 h | Potency, µM (titrated, usually from 57 µM), for the others: at the highest dose activity change, negative = inhibition, usual class: inhibitors | 0.72% of 360,000 active | AID 1745845, 2022; note: potency is the fitted concentration of half-maximal effect; % is set by controls: 0 for no effect and ±100 for the full control effect; nearly all actives have a fitted effect of over 55% in size
#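 ATXN2-luciferase reporter cells (luciferase flanked by upstream and downstream ATXN2 gene portions) were treated 24 h at 37 °C with compounds at up to 57 uM. SteadyGlo luminescence gave expression; GF-AFC fluorescence gave viability.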
# MCF10A rerep: A quantitative high throughput screen for small molecules that induce DNA re-replication in MCF 10a normal breast cells; AID 624296, 2012; Potency, µM (highest dose often 46.1 µM), inactives show top-dose activity, positive = re-replication, hits mostly activators; MCF 10A DNA re-replication, Hoechst nuclear intensity, 48 h; 2.9% of 350,000 active; note: potency is the fitted concentration of half-maximal effect; % of control where 0% means no effect; nearly all actives have a fitted effect of over 50% in size
# * = called active by the depositor; ? = inconclusive; . = not tested or not shown; & = joins results of further samples; [ ] = another dose, or the depositor's remark. Unless noted, calls come from the whole dose curve; as a rule, active = well fitted curve in the direction sought with a large enough effect; inconclusive = small, poorly fitted or top-dose-only effect, or another doubt; inactive = no such curve, though single readings can be large; an effect the other way counts as inactive or inconclusive. This is a random part of the collection (roughly 12% active in at least one column).
SMILES,HT1080NT lethal,KB-3-1 cytotox,KB-V1 cytotox,SW480 rerep,HT1080 IDH1KD tx,WRN helicase inh,IL-1B inflam inh,ATXN2 expr inh,MCF10A rerep
CC1(C(=O)NS(=O)(=O)c2cccc(OC(F)F)c2)CCN1C(=O)CC(c1ccccc1)c1ccccc1 (configuration not stated),6%,-10%,-7%,.,14%,6%[57.1 µM],49,5%,.
CC1(C)Cc2c(sc3nc(SCC(=O)N4CCOCC4)nc(N)c23)CO1,1%,7%,0%,-7%,-7%,-2%,-15,-7%,-1%
CCC(=O)Nc1nnc(SCC(=O)Nc2ccc(F)cc2)s1,-14%,5%,7%,-1%,-27%,-1%,19,-19%,1%
Cc1ccc(NC(=O)CSCc2c(C)noc2C)cc1C,3%,-19%,-10%,-4%,-9%,-2%,-28,7%,-5%
O=C(Nc1ccccc1)c1cc(C2CCCCN2S(=O)(=O)c2ccc(F)cc2F)on1 (configuration not stated),-1%,-4%,-3%,.,-26%,-7%,11,-19%,.
O=C(O)c1ccccc1C(=O)Nc1cc(C(F)(F)F)ccc1N1CCCC1,?,1%,0%,-4%,-22%,-8%,-3,1%,0%
CCc1cc(-c2cnnn2Cc2ccccc2)ccc1-c1cn(CC(C)C)nn1,?,?,10µM*,.,?,-8%,?,?,.
CCCn1cc(S(=O)(=O)c2ccccc2)c(=O)c2cc(OC)c(OC)cc21,2%,-1%,?,-8%,-1%,-6%,?,26%,-1%
COC(=O)c1scc(S(=O)(=O)C(C)C)c1N/N=C(\C#N)C(=O)c1ccc(Cl)cc1,?,?,?,0%,?,0%,-8,.,6%
CCN(CC)CC#CC(C)OCOCC#CCOC (configuration not stated),?,10%,1%,1%,9%[9.24 µM],0%[57.1 µM],24,17%,15%

# An excerpt from above, reduced to SW480 rerep and WRN helicase inh:
SMILES,SW480 rerep,WRN helicase inh
COC(=O)c1scc(S(=O)(=O)C(C)C)c1N/N=C(\C#N)C(=O)c1ccc(Cl)cc1,0%,0%
CCN(CC)CC#CC(C)OCOCC#CCOC (configuration not stated),1%,0%[57.1 µM]

# (list continues)
SMILES,HT1080NT lethal,KB-3-1 cytotox,KB-V1 cytotox,SW480 rerep,HT1080 IDH1KD tx,WRN helicase inh,IL-1B inflam inh,ATXN2 expr inh,MCF10A rerep
CCCc1ccc(OCC(O)CN2CCN(c3ccccc3)CC2)cc1 (configuration not stated),-21%&-9%,?,?,?,?,5%&2%,?,-5%&-14%,?
Cc1ccc(Cn2ccc(NC(=O)c3cc(-c4ccc(Br)cc4)on3)n2)cc1,18%,7%,4%,1%,14%,-12%,-21,5%,13%
Cc1c(O)ccc2c3c(c(=O)oc12)CCC(C)C3 (configuration not stated),-20%,0%,?,4%,-14%,-25%,7,4%,5%
C=CCc1cccc2cc(C(=O)NCc3ccc(C(=O)OCC)o3)c(=O)oc12,1%,-4%,0%,-6%,0%,-32%,0,-9%,5%
O=C(CSc1nnc(CNC(=O)c2c(F)cccc2F)o1)NCC1CCCO1 (configuration not stated),18%,.,.,-11%,16%,-5%,4,0%,-3%
O=C(NC1Cc2ccccc2C1)c1cc(COc2cccc(C(F)(F)F)c2)on1,-1%,-3%,-6%,2%,-1%,-3%,18,-3%,12%
COc1ccccc1NC(=O)C/C(C)=N/NC(=O)c1ccccn1,3%,0%,0%,-2%,2%,-4%,-11,41%[activator],1%
CCOc1ccc(NC(=O)COC(=O)COc2cccc3c2OC(C)(C)C3)cc1,9%,0%,3%,-3%,12%,-22%,0,4%,-1%
Clc1ccc(-c2ccnc(Oc3cc(Cl)ccc3Cl)n2)cc1,-19%,-1%,-4%,-32%,?,-7%,21,-2%,23%
O=[N+]([O-])c1cc([N+](=O)[O-])c(Oc2cc(F)cc(F)c2)cc1NN1CCCCC1,2%,11%,3%,-8%,5%,2%,21,8%,1%
COC(=O)c1ccc(CN2CCN(CC=C(C)C)C(CCO)C2)cc1 (configuration not stated),27%,0%,-20%,-6%,-1%,-5%,7,6%,-28%
Fc1cccc(CSc2ncnc3c2oc2ccccc23)c1,0%,-14%,?,-4%,10%,-9%,10,-5%,2%
COCc1cc(C(C)=O)ccc1OC,14%,0%,-5%,-12%,14%,17%,-11,3%,-13%
CC(NC(=O)CN(C)S(=O)(=O)c1ccc(F)cc1)C1CC2CCC1C2 (configuration not stated),7%,1%,?,3%,3%,1%,-9,11%,5%
CCCCC(=O)Nc1ccc(NC(=S)NC(=O)CC)cc1OC,-1%,9%,?,1%,-1%,-20%,-1,2%,0%
Cc1ccc(C(=O)NC(C)c2nnc(SCC(=O)NC3CCCC3)n2C)cc1 (configuration not stated),1%,.,.,1%,4%,-6%,-3,3%,1%
CN(C)CCN(Cc1ccccc1)S(=O)(=O)c1ccc(-c2ccc(=O)[nH]n2)s1,-18%,-7%,10%,1%,-5%,2%,?,1%,2%
CC1CCN(C(=O)c2[nH]cnc2C(=O)N[C@@H](C)C(=O)OCc2ccccc2)CC1,?,-8%,2%,?,-4%,-8%,-70*,-36%,12%
COc1cccc(CN(C)C(=O)c2csc3c2CCCC3)c1OC,14%,8%,0%,-4%,0%,-1%,17,-6%,6%
CCC1(C)Cc2c(sc3nnn(Cc4ccccc4Cl)c(=O)c23)CO1 (configuration not stated),11%,-1%,21µM*,17%,-3%,-11%,-20,-18%,16µM*
NC(=O)N/N=C/c1c(Sc2nnnn2-c2ccccc2)nc2ccccn2c1=O,25%,?,2%,7.3µM*,-6%,-6%,-68*,.,15µM*
CC(C)(C)Nc1nc(Cl)nc(Nc2ccccc2)n1,-18%,-11%,-22%,0%,-18%,-4%,-65*,40%[activator],16%
O=S(=O)(NCc1ccccn1)c1ccc2ccccc2c1,0%,-3%,-25%,-5%,16%,6%,-8,14%,1%
O=C(CSc1nc(-c2ccco2)cc(C(F)(F)F)n1)N1CCCc2ccccc21,-4%,-22%,?,2%,-2%,-7%,2,0%,4%
O=Cc1c(N2CCCCC2)nc2ccccn2c1=O,-14%,1%,-6%,1%,-6%,2%,-20,6%,6%
CCOc1ncccc1C(=O)Nc1cc2c(cc1Br)OCCO2,-23%,?,-72%,?,?,-1%,19,.,?
Cc1ccc(C)n1NC(=O)c1ccccc1Cl,5%,-21%,-13%,?,11%,-20%[57.1 µM],8,-13%,-2%
Cn1c(N)c(S(=O)(=O)NCc2ccccc2)c(=O)n(C)c1=O,3%,3%,-8%,?,1%,-2%,23,-10%,-63%[inhibitor]
N#C/C(=C\c1ccccc1)c1ccccn1,-7%,-8%,?,-19%,2%,-11%,0,19%,-2%
CC(C)(Oc1ccc(Cl)cc1)C(=O)OCn1nnc2ccccc2c1=O,12%,13%,-3%,-7%,7%,-2%,16,-24%,9%
CN(C)/N=C/c1cc(Cl)cc([N+](=O)[O-])c1O,-12%,?,2%,-4%,-10%,-6%,-25,-15%,3%
COc1ccc2c(c1OC)C(=O)N1N=C(c3ccccc3)CC21 (configuration not stated),17%,10%,-12%,-1%[9.22 µM],2%,-4%,-15,2%,1%
Cc1ccc(NC(=O)c2sc3ncnc(N4CCN(c5ccccn5)CC4)c3c2C)c(C)c1,4%,-5%,-17%,?,-15%,-4%,?,-32%,-1%
O=C(NC1CCCC1)C(c1ccccc1)n1c(-c2cccs2)nc2ccccc21 (configuration not stated),-4%,?,?,.,-2%,1%,-15,.,.
CCOC(=O)c1ccccc1NC(=O)COC,-5%,-6%,4%,-15%,-4%,2%,-5,-25%,1%
COc1ccc(OC)c(/C=N/NC(=O)C(=O)NCc2cccnc2)c1,3%,4%,1%,6%,-7%,-13%,-12,-12%,-1%
O=C(CN1C(=O)NC(CCc2ccccc2)C1=O)NC1CC1 (configuration not stated),9%,13%,1%,-3%,5%,6%,11,-14%,16%
O=C(Nc1ccc(Br)cc1)N1CCc2ccccc2C1,-5%,6%,-5%,-1%,-3%,-7%,-83*,36%[activator],10%
Cc1cc(N2CCC(C)CC2)c(F)cc1[N+](=O)[O-],16%,4%,12%,-9%,8%,-1%,7,-1%,-1%
CN1CCN(C2CN(Cc3cn(Cc4ccccc4C(F)(F)F)nn3)S(=O)(=O)C2)CC1 (configuration not stated),4%,0%,7%,.,0%,-6%,-17,13%,.
CC(C)OCCCNC(=O)C(C)Oc1ccccc1 (configuration not stated),-2%[9.24 µM],3%,?,-1%,-18%,1%,38,-8%,-7%
CCOC(=O)CSc1nc(C2CC2)cc(-c2ccc(F)cc2)c1C#N,-5%,6%,?,-4%,-5%,-2%,0,-5%,?
CCN(C(=O)c1cccs1)C1CCS(=O)(=O)C1 (configuration not stated),22%,7%,0%,-111%[inhibitor],12%,8%,13,-16%,-12%
O=C1c2ccccc2CN1c1ccccc1,17%,0%,27%,-9%,2%,1%,-15,41%[activator],-1%
O=C(NCCCCCCNC(=O)OCc1ccccc1)OCc1ccccc1,-3%,3%,-9%,1%,1%,-6%,-6,-17%,-1%
Cn1cc(CN2CCC(n3nccc3NC(=O)c3ccc4c(c3)OCO4)CC2)cn1,6%,-2%,7%,.,10%,-1%,6,.,.
